p53ts 39C kill: qHTS Screen for Compounds that Selectively Target Cancer Cells with p53 Mutations: Cytotoxicity of p53ts Cells at the Nonpermissive Temperature | 130,000 tested, 1.5% active | H1299-p53A138V viability at 39C, ATP luminescence, 24 h | Potency, µM (top dose mostly 46.1 µM), inactives show top-dose activity change, negative = cell killing, most hits filed as cytotoxic; also: nearly all actives have a fitted effect of over 55% in size
Imprint erasure: qHTS Assay for Compounds that Induce Erasure of Genomic Imprints; AID 1948, 2009; mouse ES Peg3-LacZ reporter, beta-gal luminescence, 40 h; 110,000 tested, 0.02% active; Potency, µM (highest dose often 60.7 µM), inactives show at the highest dose activity change, positive = activation, most hits filed as activators;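 also: 0% = negative control wells on the plate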
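Each well holds 300 Peg3LacZ-Neo (maternal) female ES cells incubated 40 h at 37C, 5% CO2. LacZ is measured by BetaGlo luminescence, with AC50 and maximum efficacy derived from dose-response curves.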
p53ts 32C tox: qHTS Screen for Compounds that Selectively Target Cancer Cells with p53 Mutations: Cytotoxicity of p53ts Cells at the Permissive Temperature. H1299-p53A138V at 32C, ATP luminescence viability, 24 h. Potency, µM (titrated, usually from 46.1 µM), without a hit: at the top dose activity change, negative = cytotoxicity, usual class: cytotoxic. 130,000 tested, 0.93% active. AID 924, 2007;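 also: 0% = DMSO and -100% = full killing by reference compound; nearly all actives have a fitted effect of over 55% in size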
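Viability by ATPlite luminescence after 24 h compound treatment (up to 46 uM) at the permissive 32C. Cells are H1299 carrying p53 A138V. Scale runs from DMSO basal to 100 uM tamoxifen as full kill; AC50 from Hill fits.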
IkB signaling: IkB Signaling; ABC-DLBCL IkBa-CBG/CBR dual luciferase ratio, 4 h; response scale: scaled: untreated 0%, proteasome inhibitor 100%; Potency, µM (top dose mostly 57.1 µM), inactives show at the top dose IkBa stabilization activation; 110,000 tested, 0.04% active; AID 445, 2006; active = well fitted curve in the direction sought with a large enough effect in the signal ratio, not every such curve was filed as active; inconclusive = small, poorly fitted or top-dose-only effect, or a change in a side signal; the % refers to the signal ratio;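 also: the direction sought is a rising ratio; 0% = basal untreated cells and 100% = reference inhibitor full response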
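In this assay, an IκBα–CBG68 fusion accumulates when IKK-driven degradation is blocked; native CBR normalizes for cell number. OCI-Ly3 cells were treated 4 h with compound and doxycycline, then green and red light read after Chroma-Glo addition.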
An asterisk follows results filed as active; ? = inconclusive; nt = not tested or not shown; [ ] = remark or other dose. Unless noted, calls follow the shape of the dose curve; as a rule, active = well fitted curve in the direction sought with a large enough effect; inconclusive = small, poorly fitted or top-dose-only effect, or another doubt; inactive = no such curve, though single readings can be large; an effect the other way counts as inactive or inconclusive. Unless noted, % is scaled to controls: 0 for no effect and ±100 for the full control effect; potency is read from the fitted curve at half-maximal effect.

SMILES | p53ts 39C kill | Imprint erasure | p53ts 32C tox | IkB signaling
O=C(c1ccc(CS(=O)c2ccccc2Cl)o1)N1CCN(c2cccc(Cl)c2)CC1 (configuration not stated) | -17% | -34%[inhibitor][10.9 µM] | -8% | 0.9%
COC(=O)c1[nH]c2ccc(Cl)cc2c1NC(=O)CN1CCC(C(N)=O)CC1 | 10% | -9% | -2% | 0.4%
CCCn1c(SCc2nc(-c3cc(OC)ccc3OC)no2)nnc1-c1ccc(Cl)cc1 | 1% | -9%[10.9 µM] | 6% | ?
Cc1cccc(CNS(=O)(=O)c2ccc3[nH]c(=O)ccc3c2)c1 | -1% | -9%[10.9 µM] | 5% | ?
Cc1c(Cl)cccc1NC(=O)CCS(=O)(=O)c1ccc2c(c1)CC(=O)N2C | -12% | -6%[10.9 µM] | 1% | -1.2%
NC(=O)c1ccc(C2SCC(=O)N2Cc2ccccc2)cc1 (configuration not stated) | 13% | 9% | 12% | 0.2%
CCC(C)(C)NC(=O)C(c1cccn1C)N(Cc1ccc(OC)cc1)C(=O)Cn1nnc2ccccc21 (configuration not stated) | 0% | nt | 10% | nt
COc1ccc(C(=O)Nc2nc(-c3cccs3)cs2)cc1 | -25% | -16% | -15% | ?
CCSc1nnc(NC(=O)c2csc(C)c2)s1 | 2% | -15% | -3% | 2.2%
Cc1ccc(C)c(N(C(=O)CCC(=O)Nc2cc(C)on2)C(C(=O)NC2CCCC2)c2ccco2)c1 (configuration not stated) | -13% | -11% | 28% | -0.9%
O=S(=O)(Nc1ccc2c(c1)nc1n2CCN(Cc2ccccc2)C1)c1ccc(F)cc1 | 11% | -9% | 0% | -0.3%
CN1CCc2cc(Cl)c(O)cc2[C@H](c2ccccc2)C1 | 8% | nt | -17% | -7.9%
COc1ccc(C(=O)C(CO)Oc2ccccc2OC)cc1OC (configuration not stated) | 6% | -11% | -2% | 1.1%
CCc1ccc(CNC(=O)C2CCCN(S(=O)(=O)c3ccc4c(ccn4C)c3)C2)cc1 (configuration not stated) | -27% | -12%[10.9 µM] | 0% | ?
Cn1c(=O)c2c(nc(NCCCO)n2C/C=C/c2ccccc2)n(C)c1=O | -4% | 0% | -15% | 0.4%
Cc1cccc(NC(=O)c2cnc3n(c2=O)CCS3)c1 | -7% | nt | -7% | nt
COC(=O)COc1ccc(S(=O)(=O)NCC2CCCO2)cc1Cl (configuration not stated) | 7% | -3% | 0% | 2.1%
Fc1ccc(-c2ccc(CNCCSc3nnnn3-c3ccccc3)o2)cc1 | -9% | 4%[10.9 µM] | -6% | ?
COc1ccc(-c2nc(C#N)c(N3CC(C)OC(C)C3)o2)cc1OC (configuration not stated) | 0% | 7% | 3% | 0.1%
CC(C)(C)C1CCc2nc(NC(=O)Cc3ccc(Cl)cc3)sc2C1 (configuration not stated) | -15% | -13%[10.9 µM] | -2% | -0.8%
Cc1nn(C)c2c1c(-c1ccccc1)cc(=O)n2CC(=O)NC(C)C | -23% | -10%[10.9 µM] | 17% | -1.9%
CCCS(=O)(=O)N1CCN(Cc2ccccc2C(F)(F)F)CC1 | 3% | -8% | 6% | 3.0%
Cc1c(Cl)cccc1NC(=O)Cn1c(=O)nc(-c2ccccc2)c2ccccc21 | -20% | -3%[10.9 µM] | 1% | 0.9%
O=C(Nc1ccc2oc(-c3ccccc3)nc2c1)c1cccs1 | 6% | nt | 5% | nt
CC(=O)Nc1ccc(NC(=O)c2cc(-c3ccc4c(c3)OCCO4)on2)cc1 | 1.6µM* | -12%[10.9 µM] | ? | 0.3%
CCOC(=O)N1CCN(S(=O)(=O)Cc2ccccc2)CC1 | 10% | nt | -3% | -3.2%
CCOC(=O)c1cc2c(=O)n3ccccc3nc2n(CC2CCCO2)c1=NC(=O)c1ccccc1F (configuration not stated) | -15% | -12%[10.9 µM] | 6% | 1.4%
Cc1cccn2c(=O)c(C(=O)NC(C)c3ccccc3)cnc12 (configuration not stated) | -5% | -16%[10.9 µM] | 4% | 0.2%
COc1cccc(CC(NC(C)=O)C(=O)NC2CCN(c3nc(C)cc(C)c3C#N)CC2)c1 (configuration not stated) | -6% | -2% | 11% | -2.4%
CC(=O)N1C(=O)C2(C(C#N)=C(N)Oc3cc(C)oc(=O)c32)c2ccccc21 (configuration not stated) | -3% | 1% | 3% | -0.2%
Cc1ccc(Cn2nnc(C(=O)Nc3cc(C)ccc3C)c2N)cc1 | -14% | 5% | 2% | 1.3%
CCCCNS(=O)(=O)c1ccc2nc(-c3cccnc3)cc(C(=O)NCCC)c2c1 | -3% | 6%[10.9 µM] | 8% | 0.0%
Cc1ccc(C)c(NC(=O)CSC2=Nc3ccccc3N=C(c3ccc(F)cc3)C2)c1 | -17% | -8%[10.9 µM] | 3% | -0.6%
COc1cccc(CNC(=O)CCc2c(C)c3cc4c(C)coc4c(C)c3oc2=O)c1 | -16% | -4%[10.9 µM] | 10% | -0.1%
CCCCc1ccc(C(=O)N/C(=C\c2ccc(C)cc2)C(=O)NC2CCCCC2)cc1 | 22% | -19%[10.9 µM] | 16% | ?
O=C(CSc1nc2c([nH]c3ccccc32)c(=O)n1-c1ccccc1)N1CCCC1 | -3% | ? | 2% | -0.6%
COc1ccc(OC)c(C2C(C(C)=O)=C(O)C(=O)N2CCc2ccc(OC)c(OC)c2)c1 (configuration not stated) | -2% | nt | -4% | nt
C=CCn1c(N)cc(=O)nc1SCC(=O)NC(C)c1ccccc1 (configuration not stated) | -2% | 0% | -4% | 0.4%
Cn1cccc1-c1cc2n(n1)CCC(=O)N2CCCC(=O)NCc1ccc(F)cc1 | 2% | -10%[10.9 µM] | -1% | ?
CC(C)(C)c1ccc(C(=O)N2CCC(C(=O)NCc3ccco3)CC2)cc1 | -1% | nt | -10% | nt

Single records (already shown). Values in the order: p53ts 39C kill, Imprint erasure, p53ts 32C tox, IkB signaling
O=C(Nc1ccc2oc(-c3ccccc3)nc2c1)c1cccs1 in the list: 6%, nt, 5%, nt
CCCS(=O)(=O)N1CCN(Cc2ccccc2C(F)(F)F)CC1 in the list: 3%, -8%, 6%, 3.0%
COc1cccc(CNC(=O)CCc2c(C)c3cc4c(C)coc4c(C)c3oc2=O)c1 in the list: -16%, -4%[10.9 µM], 10%, -0.1%
C=CCn1c(N)cc(=O)nc1SCC(=O)NC(C)c1ccccc1 (configuration not stated) in the list: -2%, 0%, -4%, 0.4%
Cc1ccc(C)c(NC(=O)CSC2=Nc3ccccc3N=C(c3ccc(F)cc3)C2)c1 in the list: -17%, -8%[10.9 µM], 3%, -0.6%

Carrying on.
SMILES | p53ts 39C kill | Imprint erasure | p53ts 32C tox | IkB signaling
O=C(CN1CCCCCC1=O)OCc1ncc(-c2ccccc2)o1 | -14% | 3% | -8% | 0.6%
CCOC(=O)c1c(C)[nH]c(C(=O)COC(=O)c2oc3ccc(OC)cc3c2C)c1C | -17% | 10% | -10% | 0.5%
Cc1nnc2n(c1=O)C(CS(=O)(=O)c1ccccc1)CS2 (configuration not stated) | 17% | -4% | 0% | 7.5%
COC(=O)c1ccc(Oc2nc(Nc3ccccc3)nc(N(C)C)n2)cc1 | -4% | -10% | 2% | 0.7%
Nc1ncnc2c1ncn2[C@H]1O[C@@H](C(=O)O)[C@@H](O)[C@H]1O | 6%[9.22 µM] | -10%[10.9 µM] | -2%[9.22 µM] | -0.9%[11.4 µM]
CCN(CC)S(=O)(=O)c1ccc(C(=O)Nc2c3c(nn2C(C)(C)C)CS(=O)(=O)C3)cc1 | 1% | -5% | -5% | 0.1%
CCOC(=O)NC1(C(F)(F)F)NC(=O)N(c2ccc(C)c(C)c2)C1=O (configuration not stated) | 5% | -7%[10.9 µM] | -5% | -3.6%
CCCOc1ccc(CSc2nnc(CCC)n2N)cc1 | -11% | -13% | -8% | 0.3%
Cc1ccc(Nc2nc(Oc3ccc(OCc4ccccc4)nn3)nc(N3CCOCC3)n2)cc1 | 8% | 0% | -4% | -1.0%
Cc1cc(C)cc(NS(=O)(=O)c2ccc(-c3cc(C)no3)cc2)c1 | 2% | -10%[10.9 µM] | 15% | ?
O=C(Nc1ccc(F)cc1)C1CCN(S(=O)(=O)c2ccc3c(c2)CCCN3C(=O)C2CCC2)CC1 | -27% | -9%[10.9 µM] | 5% | ?
C=CCn1c(CSc2nc3ccccc3s2)nnc1SCC(=O)OCC | 4% | -13% | 44%[activator] | -3.5%
Cc1ccc(-n2ncc3c(NCCc4ccc(S(N)(=O)=O)cc4)ncnc32)cc1 | -8% | -8%[10.9 µM] | -4% | ?
CCn1c(CNc2ccc(Cl)cc2)nnc1SCc1ccc(Cl)cc1 | ? | nt | -7% | nt
CCCC12CN3CC(C)(CN(C1)C3c1cn(CC)c3ccccc13)C2=O (configuration not stated) | -11% | -8%[10.9 µM] | 6% | ?
C=CCN(CC=C)c1nc2ccccc2nc1C(C#N)C(=O)OCCOC (configuration not stated) | 21% | -14% | 13% | -1.5%
Clc1ccc(CSc2nnc([C@@H]3CCCN3)o2)cc1Cl | 3% | -3% | -10% | 2.2%
CCC(=O)Nc1ccccc1-c1nc2ccccc2n(C(CC)C(=O)Nc2cccc(C(C)=O)c2)c1=O (configuration not stated) | 17% | -8%[10.9 µM] | 2% | 0.0%
CC1CCN(c2ccc(-c3cccc(NS(=O)(=O)c4ccc(Cl)s4)c3)nn2)CC1 | 4µM* | -8%[10.9 µM] | 6.3µM* | ?
COC(=O)C1=C(N)Oc2cc(C)n(CC3CCCO3)c(=O)c2C1c1ccc(Cl)cc1 (configuration not stated) | 12% | -11% | -5% | -1.0%
CC1(C)CC(=O)C=C(NC2CCS(=O)(=O)C2)C1 (configuration not stated) | -7% | -8% | 0% | 0.2%
COC(=O)c1ccccc1N(C)C(=O)C12CCC(C)(C(=O)O1)C2(C)C (configuration not stated) | 7% | 11% | 4% | -0.4%
COc1cccc2cc(C(=O)N3CCC(C)CC3)c(=O)oc12 | 4% | -3% | 7% | 4.0%
O=C(CCc1nnc2n(Cc3ccccc3Cl)c(=O)c3ccccc3n12)Nc1ccc(F)cc1 | ? | -7%[10.9 µM] | -4% | ?
COC(=O)c1ccsc1NC(=O)CN1CCN(c2ccc(F)cc2)CC1 | 4% | -11% | 1% | 1.2%
O=C(Nc1c(C(=O)N2CCOCC2)cnn1-c1ccccc1Cl)c1ccco1 | 0% | -21% | -6% | 14%
COc1ccc(-c2cc3ccc(O)c(CN4CCCC(C)C4)c3oc2=O)cc1OC (configuration not stated) | -2% | -6%[10.9 µM] | 6% | 1.8%
C#CCCCCCCCCCCCc1ccco1 | -4% | ? | -5% | nt
O=C(c1ccc(S(=O)(=O)N2CCCC2)cc1)N1CCN(Cc2ccc3c(c2)OCO3)CC1 | 6% | -1% | 8% | ?
CCN(c1ccccc1)S(=O)(=O)c1ccc(NC(=O)c2cc(=O)c3cc(C)cc(C)c3o2)cc1 | 4% | -11%[10.9 µM] | 1% | -1.7%
COc1ccc(NC(=O)Cn2ccn(-c3ccccc3)c(=O)c2=O)cc1 | -12% | -13%[10.9 µM] | 2% | ?
Cn1c(SCC(=O)Nc2ccc(F)cc2)nc2c([nH]c3ccccc32)c1=O | -16% | -7%[10.9 µM] | -12% | -1.7%
O=C(c1cc2ccccc2oc1=O)N1CCN(c2ccc(F)cc2)CC1 | 14% | -9%[10.9 µM] | -7% | ?
CCCN1CCN(CCCNC(=O)c2cnn(-c3ccc(F)cc3)c2-n2cccc2)CC1 | -24% | -10%[10.9 µM] | -2% | 0.3%
C=CCNS(=O)(=O)c1nc(C)c(Cl)c(C)c1C#N | 15% | -3% | 1% | 1.3%

4 compounds picked at random from those above, as already listed:
SMILES | p53ts 39C kill | Imprint erasure | p53ts 32C tox | IkB signaling
CCCN1CCN(CCCNC(=O)c2cnn(-c3ccc(F)cc3)c2-n2cccc2)CC1 | -24% | -10%[10.9 µM] | -2% | 0.3%
COc1ccc(-c2cc3ccc(O)c(CN4CCCC(C)C4)c3oc2=O)cc1OC (configuration not stated) | -2% | -6%[10.9 µM] | 6% | 1.8%
COc1ccc(C(=O)Nc2nc(-c3cccs3)cs2)cc1 | -25% | -16% | -15% | ?
Cn1c(SCC(=O)Nc2ccc(F)cc2)nc2c([nH]c3ccccc32)c1=O | -16% | -7%[10.9 µM] | -12% | -1.7%

The order is random; 1.8% or so of the library scored in one or more.
